Bioassay records as filed in PubChem BioAssay.
Mcl1-Noxa inh – disrupts binding of human Mcl-1 to Noxa peptide. Q07820. TR-FRET Mcl-1/Noxa peptide binding, 2 h. inhibition, % at 21.7 µM. 220,000 compounds, 1.5% hits;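 active = compounds that cut the protein-peptide binding signal by more than 50% relative to plate controls in a single-dose test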;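 note: His-tagged Mcl-1 with rhodamine Noxa BH3 peptide and terbium anti-His antibody; 0% = Mcl-1 plus Noxa peptide wells and 100% = peptide-only wells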
Target sequence (Q07820 whole entry, looked up): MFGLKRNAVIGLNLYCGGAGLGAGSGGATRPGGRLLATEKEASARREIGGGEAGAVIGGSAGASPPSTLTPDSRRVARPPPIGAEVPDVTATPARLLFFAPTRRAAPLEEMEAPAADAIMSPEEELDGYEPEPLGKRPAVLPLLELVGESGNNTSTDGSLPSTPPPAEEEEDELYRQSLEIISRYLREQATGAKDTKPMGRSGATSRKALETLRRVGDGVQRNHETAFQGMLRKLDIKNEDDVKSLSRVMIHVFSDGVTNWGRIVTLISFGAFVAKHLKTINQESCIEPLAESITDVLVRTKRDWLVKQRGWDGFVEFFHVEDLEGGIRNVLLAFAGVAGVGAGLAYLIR
Mcl-1 Bim block – disrupts Bim peptide binding to human Mcl-1; Q07820; Bead-based flow cytometry, Bim peptide-Mcl-1 binding; inhibition, % at 10 µM; 190,000 compounds, 0.1% hits; in the data active = inhibition above about 40%;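 note: 0% = no compound tracer wells and 100% = peptide blocker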
ABCG2 inh – inhibitors of human ABCG2 transporter, ABCB1 counter-screen | IgMXP3 cells, JC-1 efflux, flow cytometry | inhibition, % at 6.6 µM | 190,000 compounds, 0.1% hits;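 active = inhibition above 80%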;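 note: 0% = DMSO and 100% = nicardipine control wells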
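Measure – % inhibition of efflux relative to nicardipine and DMSO · Test system – ABCG2 IgMXP3 and barcoded ABCB1 CCRF-Adr cell mix · Control set – nicardipine as high control, DMSO as low control · Compound – one concentration, 6.6 µM final · Signal – flow cytometry of retained JC-1 fluorescence · Timing – 10 min exposure at 25 °C with rotation, no wash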
Mcl1-Bid inh – Mcl-1/Bid interaction inhibition; Q07820; TR-FRET Mcl-1/Bid-Dy647 peptide binding, 1536-well; inhibition, % at 21.7 µM; 220,000 compounds, 0.97% hits; AID 1021;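 active = compounds that cut the binding signal by more than half at the single screening dose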;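 note: His-tagged Mcl-1 with europium anti-His antibody binding Bid BH3 peptide; 0% = Mcl-1 plus peptide wells and 100% = peptide-only wells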
RGS4-Gao reg – human RGS4-Galphao interaction regulation. P09471. Multiplexed bead flow cytometry, RGS4-Galphao binding; actives lie on both sides. binding response (% of control), % at 10 µM. 220,000 compounds, 0.33% hits. AID 1415; in the data active = binding response below about 49% or above about 150%; inactive = in between;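 note: fluorescent Galphao activated with aluminum fluoride binding bead-coupled RGS4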
Target sequence (P09471 whole entry, looked up): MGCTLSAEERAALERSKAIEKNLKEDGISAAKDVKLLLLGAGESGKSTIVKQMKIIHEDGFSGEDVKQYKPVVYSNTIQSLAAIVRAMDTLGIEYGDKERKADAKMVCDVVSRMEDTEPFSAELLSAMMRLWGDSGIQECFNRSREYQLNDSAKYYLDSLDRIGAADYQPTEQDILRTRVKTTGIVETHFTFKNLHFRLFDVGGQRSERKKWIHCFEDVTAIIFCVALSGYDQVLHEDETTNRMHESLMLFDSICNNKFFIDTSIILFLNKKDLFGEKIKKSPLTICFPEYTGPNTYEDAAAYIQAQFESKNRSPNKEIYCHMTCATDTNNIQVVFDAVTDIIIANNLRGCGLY
GSH bead fluor – compound fluoresces at 488/530 nm on GSH beads. GSH beads flow cytometry, compound fluorescence 488/530 nm; stronger effect = higher value. fluorescence (KMESF) at 10 µM. 190,000 compounds, 0.25% hits; in the data active = fluorescence above about 89;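 note: glutathione beads carrying GST-tagged Bcl family fusion proteins plus one bare bead set; values are compound well signal with DMSO vehicle wells as background; inactives centre near 16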
RGS7-Gao – modulates binding of RGS7 to human Galphao; P09471; Multiplexed bead flow cytometry; actives lie on both sides; binding response (% of control), % at 10 µM; 220,000 compounds, 0.35% hits; AID 1439; in the data active = binding response below about 49% or above about 150%; inconclusive = no clear call, values can overlap the other calls; inactive = in between;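 note: fluorescent Galphao held in activated GDP-AlF4 state binding bead-coupled RGS7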
RGS8-Gao reg – regulators of human RGS8-Galphao interaction; multiplexed bead flow cytometry, RGS8-Galphao binding; actives lie on both sides; 220,000 compounds, 0.34% hits; P09471; response (percent of control binding), % at 10 µM; in the data active = response below about 60% or above about 140%; inactive = in between;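 note: Galphao activated as the GDP aluminium fluoride complex binding bead-coupled RGS8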
Pf gametocyte – kills late stage P. falciparum gametocytes; P. falciparum stage V gametocytes, ATP luminescence, 24 h; 150,000 compounds, 0.065% hits; inhibition, % at 10.9 µM;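 active = inhibition above the mean plus 3 SD of compounds within the control limits, set per campaign, cut at about 38% in these data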;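 note: 0% = DMSO wells and 100% = medium only without gametocytes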
ABCB1 inh – human ABCB1 inhibition, ABCG2 as counter-screen. 190,000 compounds, 0.067% hits. P08183. CCRF-Adr cells, JC-1 efflux, flow cytometry. AID 1326. inhibition, % at 6.6 µM; in the data active = inhibition above about 40%;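 note: 0% = vehicle and 100% = reference inhibitor; higher value means more JC-1 retained so stronger ABCB1 efflux block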
Avidin fluor – compound fluoresces at 488/530 nm on avidin beads. compound fluorescence 488/530 nm, flow cytometry; stronger effect = higher value. fluorescence (KMESF) at 10 µM. 220,000 compounds, 0.38% hits; in the data active = fluorescence above about 47; note: inactives centre near 10
Numbers without * were called inactive; ? = inconclusive; . = not tested or not shown.

mol	GSH bead fluor	Avidin fluor	ABCG2 inh	Mcl1-Noxa inh	RGS7-Gao	Pf gametocyte	Mcl-1 Bim block	ABCB1 inh	RGS4-Gao reg	RGS8-Gao reg	Mcl1-Bid inh
Fc1ccc(Cn2nnnc2C(c2cccs2)N2CCN(C3CCCCC3)CC2)cc1 (centres undefined)	12	13	1	7	103	.	0	2.5	94	92	-51
CSc1nc2ccc(NS(=O)(=O)c3cccc(Cl)c3Cl)cc2s1	10	6	2	23	85	-2	-2	0.0	86	91	-29
CC(C)CCn1c(N)c(S(=O)(=O)c2cccs2)c2nc3ccccc3nc21	44	5	7	-14	102	.	0	0.6	100	101	4
Cc1cc(C)cc(NC(=O)N2CCN(S(C)(=O)=O)CC2)c1	17	10	12	8	102	-10	0	0.7	104	101	-24
O=[N+]([O-])c1ccc(N2CCN(S(=O)(=O)c3ccccc3)CC2)cc1NCc1ccco1	10	14	25	11	100	.	6	1.6	102	101	-14
CC1=C(C(=O)OCCOC(C)C)C(c2cc3c(cc2Br)OCO3)C2=C(CCCC2=O)N1 (centres undefined)	36	15	7	15	103	.	0	3.1	106	100	-47
COC(=O)[C@H](Cc1ccccc1)NC(=O)O[C@@H]1C(=O)c2cc(Br)ccc2O[C@H]1c1cccc(OC)c1	18	10	11	-27	101	.	-5	1.8	99	102	1
CCNCCNC(=O)c1c(O)c2cccc3c2n(c1=O)CCC3	8	12	1	-3	96	.	-1	0.7	94	104	-14
CC(C)(C)c1ccc(C(=O)NNC(=O)C(=O)N2CCCCC2)cc1	37	10	1	.	99	-1	-2	0.3	105	103	-13
CC(=O)Nc1ccc2nc(-c3ccncc3)[nH]c2c1	16	39	0	13	101	-14	-1	0.0	104	102	-1
O=C(CCc1ccccc1)Nc1cccc(-c2nnc(-c3ccco3)o2)c1	16	9	8	14	101	6	0	0.2	100	102	-1
CCCC(c1nnnn1Cc1ccc2c(c1)OCO2)N1CCC(C(N)=O)CC1 (centres undefined)	10	10	0	-11	98	-20	-3	-0.1	99	100	-37
Cc1ccc(-c2nc(C#N)c(NCC3CCCO3)o2)cc1 (centres undefined)	14	11	4	6	99	17	2	0.5	103	103	-74
CC(C)CNS(=O)(=O)c1ccc(CCC(=O)NCc2ccco2)cc1	28	26	1	9	96	.	-10	-0.4	99	106	-18
COc1ccccc1C1(CCNS(=O)(=O)c2ccc(C)cc2)CCOC(C(C)C)C1 (centres undefined)	10	24	29	-6	97	.	-7	5.2	94	98	4
COc1cccc(OC)c1C(=O)Nc1nc2ccc([N+](=O)[O-])cc2s1	10	11	23	6	95	.	-1	0.5	98	100	17
O=C(O)CCN1C(=O)c2ccc(NC(=O)CSCc3ccccc3)cc2C1=O	10	17	8	25	98	-7	-4	-0.1	98	104	-16
O=C(/C=C/c1ccc(Cl)cc1)NC(=S)NN1CCCCC1c1cccnc1 (centres undefined)	15	18	10	21	92	.	-5	2.3	94	95	-66
COC(=O)CN(C#N)c1nc(OC)nc(N(C)C)n1	33	13	7	0	96	-4	-1	0.3	100	100	6
COc1ccc(NC(=O)CSc2nc3c(c(=O)n2-c2ccccc2OC)SCC3)cc1	25	7	2	6	103	.	0	1.1	104	102	-25
O=C(O)c1cnn2c(C(F)F)cc(C(F)F)nc12	14	22	1	13	95	13	-4	0.1	96	98	6
O=C(O)CCCC(=O)N1CCc2cc(S(=O)(=O)N3CCc4ccccc43)ccc21	20	8	-3	15	102	.	1	-2.3	102	105	-18
Fc1ccc(Cc2nnc(-c3cccs3)o2)cc1	14	19	0	-7	111	.	8	-0.1	111	103	5
N#Cc1nc(-c2cccs2)oc1NCCN1CCOCC1	14	30	3	9	103	-5	-1	0.7	105	108	22
C=CCn1c(SCCOc2ccc(OC)cc2)nnc1C(NC(=O)c1ccc(OC)cc1)C(C)C (centres undefined)	41	8	22	12	93	.	-164	48*	95	97	-27
CC(=O)c1cccc(NC(=O)c2cc3nc(C)cc(C)n3n2)c1	9	5	-1	2	90	-10	3	-0.1	89	87	-12
Clc1ccc(OCc2nn3c(-c4ccco4)nnc3s2)c(Cl)c1	5	6	2	25	96	14	3	0.4	98	112	-9
Cc1cc(C)n(-c2ccc(F)cc2)c(=O)c1C#N	11	10	1	7	94	.	-4	0.2	97	97	-22
C/C(=N\S(=O)(=O)c1ccc(C)cc1)N(C)C	.	8	.	-4	?	11	.	.	103	102	-17
COc1cc(/C=C(/C#N)C(=O)NCCc2c[nH]c3ccccc23)ccc1OCc1ccccc1F	22	14	3	3	94	-20	1	0.1	97	98	-7
Cn1c(-c2ccccc2)c(/C=N/NC(=O)c2ccc(O)cc2)c2ccccc21	.	3	.	9	?	-3	.	.	92	94	-14
CCN(CC)c1ccc2ccc(=O)oc2c1	51	8	1	-3	95	.	-3	0.3	98	96	-8
COc1cc2cc(CN(CCCO)S(=O)(=O)c3ccccc3Cl)c(=O)[nH]c2cc1OC	15	6	2	20	96	.	0	0.0	96	99	16
CCCc1cc(C(=O)Nc2ccccc2C(=O)OC)no1	13	21	20	19	101	.	-5	1.3	101	101	-2
Cc1onc(-c2ccccc2Cl)c1C(=O)NCCn1ccc2ccccc21	23	29	3	10	89	8	2	0.8	92	94	-22
COc1ccc2cc(C)c3nnc(SCC(=O)Nc4nc(-c5ccccc5)cs4)n3c2c1	17	5	0	-2	102	2	0	0.2	101	100	-10
COCCCNc1nc2c(c(=O)[nH]c(=O)n2C)n1CC(O)COc1cccc(C)c1 (centres undefined)	5	4	1	-1	108	31	-8	0.2	108	104	-50
CC1CCCCC1NC(=O)/C(C#N)=C/c1ccc(F)c(F)c1 (centres undefined)	10	5	18	20	97	-1	-6	2.3	97	101	3
CNC(=S)N1CCN(C(=O)c2ccco2)CC1	8	12	13	-2	106	-6	-1	0.9	100	107	-70
CCC1CCCCN1c1nc2c(C=O)c(C)nn2c2ccccc12 (centres undefined)	9	6	35	11	95	.	1	12	84	89	3
COc1ccc(CC2(CO)CCN(CC3=CC[C@H]4C[C@@H]3C4(C)C)CC2)cc1	10	9	1	-13	104	-9	0	0.8	105	101	-1
O=C(c1ccc(S(=O)(=O)c2ccc(F)cc2)c([N+](=O)[O-])c1)N1CCCCCC1	9	13	2	5	99	-7	-4	.	102	100	-17
O=C(Nc1nc2ccc(S(=O)(=O)N3CCCC3)cc2s1)C1CCCO1 (centres undefined)	22	16	5	20	95	8	-3	0.9	94	96	11
COc1ccc(OCC(=O)Nc2cc(-c3nn(C)c(=O)c4ccccc34)ccc2OC)cc1	32	14	65	-28	92	.	-4	12	91	97	-35
CC(C)CNC(=O)C(=O)NCCCN1CCOCC1	10	18	6	1	117	-12	3	0.4	102	103	-31
Cc1ccc(S(=O)(=O)N2CCCN(S(=O)(=O)c3ccc(C)cc3)CC2)cc1	32	16	5	10	101	2	0	2.3	104	104	-4
NC(=O)C(CC(=O)O)NC(=O)[C@@H]1CCCNc2c(I)cc([N+](=O)[O-])cc2C(=O)N[C@@H](CO)C(=O)N[C@@H](Cc2ccc(O)cc2)C(=O)N1 (some centres undefined)	19	11	0	26	100	.	-1	0.3	101	103	12
CCOc1cc(C2C(C(=O)OC(C)C)=C(C)NC3=C2C(=O)CCC3)cc([N+](=O)[O-])c1O (centres undefined)	12	10	10	-6	99	-19	4	2.1	98	99	-38
Cc1ccc(C)n1-c1ccc(C(=O)N2CCC(C(N)=O)CC2)cc1	12	14	-1	8	?	2	3	0.1	95	96	-21
CCCN1CCN(C(=O)CCCn2c(C)c3cnn(-c4ccccc4)c(=O)c3c2C)CC1	22	7	3	22	94	.	0	0.9	95	97	-39
O=C1CCC(=O)N1CN(C(=O)c1ccco1)c1ccc(Cl)c(Cl)c1	18	22	1	6	104	.	-2	0.5	100	102	4
Nc1cc(S(=O)(=O)Nc2cc(Cl)ccc2Cl)ccc1N1CCCC1	.	8	.	17	?	3	.	.	100	98	-22
C#CCOCCOCCOCCNc1nc(N2CCN(C(=O)[C@H](C(C)C)n3cc(CCO)nn3)CC2)nc(N2CCN(C(=O)[C@H]([C@@H](C)CC)n3cc(CCCCN)nn3)CC2)n1	19	11	11	18	98	19	0	2.2	104	101	26
O=C(COC(=O)/C=C/c1ccccc1)NCc1ccc(Cl)cc1	7	2	1	1	101	-7	-1	0.1	102	106	-24

Limited to GSH bead fluor, for some of the entries so far:
smiles | GSH bead fluor
O=C(COC(=O)/C=C/c1ccccc1)NCc1ccc(Cl)cc1 | 7
C#CCOCCOCCOCCNc1nc(N2CCN(C(=O)[C@H](C(C)C)n3cc(CCO)nn3)CC2)nc(N2CCN(C(=O)[C@H]([C@@H](C)CC)n3cc(CCCCN)nn3)CC2)n1 | 19
